# NS3 helicase inh = HCV NS3 helicase inhibition. AID 1800. NS3 helicase DNA unwinding, Cy5 molecular beacon fluorescence. inhibition, % at 10.9 µM. hit rate 0.56% among 290,000;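 active = inhibition above the mean of all tested compounds plus 3 SD, set per campaign, cut at about 35% in these data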;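 note: 0% = DMSO wells and 100% = thioflavine S control wells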
#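 Material: hepatitis C virus NS3 helicase domain fragment enzyme; measured by: Cy5 fluorescence, 0 and 60 min reads; control set: DMSO and thioflavine S; incubation: 60 min unwinding reaction at 25 °C after ATP addition; read-out basis: % inhibition from 60/0 min fluorescence ratio, DMSO 0%, thioflavine S 100%; repeats: singlicate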
# VIM-2 inhibitor = blocks Pseudomonas aeruginosa VIM-2 metallo-beta-lactamase. purified VIM-2, nitrocefin hydrolysis, epi-absorbance fluorescence. inhibition, % at 5.6 µM. hit rate 0.89% among 290,000. AID 1527;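 active = inhibition above the mean of all tested compounds plus 3 SD, cutoff set per screening run, cut at about 7.5% in these data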;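 note: red hydrolysis product quenches plate fluorescence so inhibitors raise well fluorescence; 0% = enzyme with DMSO and 100% = DMSO without enzyme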
# PHOSPHO1 inh = inhibitors of human PHOSPHO1 phosphatase | recombinant PHOSPHO1, absorbance phosphatase assay | inhibition, % at 13.3 µM | hit rate 1.1% among 290,000; in the data active = inhibition above about 60%
# Target sequence (Q8TCT1 whole entry, looked up): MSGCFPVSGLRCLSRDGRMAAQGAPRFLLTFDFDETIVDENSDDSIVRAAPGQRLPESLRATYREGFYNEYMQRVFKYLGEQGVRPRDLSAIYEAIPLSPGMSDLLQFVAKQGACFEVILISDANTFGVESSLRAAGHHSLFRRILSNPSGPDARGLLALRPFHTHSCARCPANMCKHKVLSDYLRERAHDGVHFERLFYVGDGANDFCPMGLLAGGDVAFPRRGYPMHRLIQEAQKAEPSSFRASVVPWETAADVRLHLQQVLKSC
# OXTR ag = activates the human oxytocin receptor. CHO-OTR cells, Fluo-8 calcium fluorescence; normalized: DMSO 0%, oxytocin 100%. activation, % at 3 µM. hit rate 0.32% among 320,000. AID 2435;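 active = activation above the mean of all tested compounds plus 3 SD, cutoff set per screening run, cut at about 20% in these data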;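 note: peak over basal fluorescence ratio from a 100 s FLIPR kinetic read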
# DNA FID counter = displaces DNA intercalator in HCV helicase counter-screen; AID 1845; inhibition, % at 7.9 µM; DNA fluorescent intercalator displacement, fluorescence; hit rate 0.17% among 290,000; in the data active = inhibition above about 37%;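 note: 0% = vehicle and 100% = reference compound; higher means more ethidium bromide displaced from hairpin DNA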
# GPR7 antagonist = antagonists of human GPR7 (neuropeptides B/W receptor 1) | P48145 | GPR7-expressing cells, fluorescence antagonist assay | inhibition, % at 4.4 µM | hit rate 1.1% among 290,000; in the data active = inhibition above about 16%, passing the limit was not always enough;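 note: cells stimulated with the agonist NPW; 0% = agonist with vehicle and 100% = vehicle without agonist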
# V1R ag counter = counter-screen for oxytocin receptor agonists: human V1a receptor agonists; activation, % at 3 µM; AID 2797; P37288; hit rate 0.25% among 320,000; CHO-V1R cells, Fluo-8 calcium fluorescence, agonist mode; 0% DMSO, 100% 3 nM vasopressin;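 active = activation above the mean activation of all tested compounds plus 3 SD, per screening run, cut at about 20% in these data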;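 note: signal is peak over basal fluorescence ratio across a 100 second FLIPR read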
# Target sequence (P37288 whole entry, looked up): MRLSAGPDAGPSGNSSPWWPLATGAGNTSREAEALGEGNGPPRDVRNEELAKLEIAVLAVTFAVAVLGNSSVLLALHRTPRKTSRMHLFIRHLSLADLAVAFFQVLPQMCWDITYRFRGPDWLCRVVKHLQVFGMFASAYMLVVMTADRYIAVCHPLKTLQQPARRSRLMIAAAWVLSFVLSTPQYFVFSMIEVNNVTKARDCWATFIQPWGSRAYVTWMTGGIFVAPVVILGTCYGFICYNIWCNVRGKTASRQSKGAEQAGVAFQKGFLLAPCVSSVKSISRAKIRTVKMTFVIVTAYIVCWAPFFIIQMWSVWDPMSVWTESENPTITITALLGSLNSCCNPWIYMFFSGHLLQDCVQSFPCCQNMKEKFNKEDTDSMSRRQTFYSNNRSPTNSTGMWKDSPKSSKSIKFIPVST
# GalR3 antag = human GalR3 antagonism; HEK293 GalR3-CNG cAMP membrane potential fluorescence; galR3 body fused to GalR1 C-terminus; hit rate 0.44% among 360,000; AID 651719; inhibition, % at 3 µM; O60755;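 active = inhibition above the screen-wide average plus 3 SD, cut at about 13% in these data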;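 note: forskolin and galanin both at EC90 stimulate the cells; cAMP rise reported by CNG channel membrane potential dye signal; 0% = forskolin plus galanin with DMSO and 100% = forskolin alone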
# Target sequence (O60755 1-299 limits assumed): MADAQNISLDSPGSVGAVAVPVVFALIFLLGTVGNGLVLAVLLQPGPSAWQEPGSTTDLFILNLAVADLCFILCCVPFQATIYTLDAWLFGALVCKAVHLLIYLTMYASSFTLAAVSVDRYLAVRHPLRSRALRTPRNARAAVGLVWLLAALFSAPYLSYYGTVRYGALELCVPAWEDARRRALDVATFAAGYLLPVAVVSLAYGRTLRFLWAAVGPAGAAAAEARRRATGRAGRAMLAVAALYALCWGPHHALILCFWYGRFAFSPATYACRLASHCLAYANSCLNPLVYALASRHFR
# IMP-1 inh = inhibitors of Pseudomonas aeruginosa IMP-1 metallo-beta-lactamase. AID 1556. inhibition, % at 5.6 µM. hit rate 0.45% among 290,000. purified IMP-1, nitrocefin hydrolysis, epi-absorbance fluorescence;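 active = inhibition above the mean plus 3 SD of all compounds in the same screening run, cut at about 4.5% in these data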;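 note: 0% = IMP-1 with DMSO and 100% = DMSO wells lacking enzyme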
#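 System – purified recombinant IMP-1 beta-lactamase · Input – IMP-1 dispensed at 0.2 nM · Timing – 15 min preincubation plus 25 min reaction at 25 °C · Signal – Epi-absorbance fluorescence, 480 nm excitation, 530 nm emission · Measure – percent IMP-1 inhibition derived from blank-referenced optical density · Controls – Enzyme-plus-DMSO low control, enzyme-free DMSO high control · Replication – singlicate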
# * hit, by the source's call; & = joins results of further samples.
molecule	GPR7 antagonist	V1R ag counter	VIM-2 inhibitor	IMP-1 inh	OXTR ag	GalR3 antag	PHOSPHO1 inh	DNA FID counter	NS3 helicase inh
N#Cc1ccccc1Sc1ccccc1C(=O)OCC(=O)NC1CCS(=O)(=O)C1 (stereo unspecified)	-3	0.9	1.8	1.5	-1.9	-5	-11	-12	-5
Cc1ccc(S(=O)(=O)NC(C)C(=O)Nc2cccc([N+](=O)[O-])c2)cc1 (stereo unspecified)	13	-0.3	-2.3	-2.2	-0.6	-7	-6	6	10
CCc1nn(CC(=O)NCCCN(C)Cc2ccccc2)c(=O)c2cc3sc(C)cc3n12	-7	-0.3	9.0*	-1.2	-2.6	-5	28	25	-31
CCn1ncc(C2=NOC(C(=O)Nc3cccc(C(C)=O)c3)C2)c1C (stereo unspecified)	-6	5.5	-1.2	0.9	9.4	-5	2	-12	3
O=C(COC(=O)/C=C/C(=O)N1CCN(c2ccccc2)CC1)NC(c1ccccc1)c1ccccc1	4	-0.4	-0.2	-2.8	-2.3	-5	9	-26	-25
COc1ccc(/C=C2\SC(=O)N(CCNC(=O)C3CCN(S(=O)(=O)c4cccs4)CC3)C2=O)cc1	-12	10	-3.1	-3.7	8.4	-13	2	-2	2
CCOC(=O)c1csc(-c2ccc3c(c2)CCO3)n1	-6	-1.1	-2.2	-1.2	-2.9	-3	34	-12	-4
COc1ccccc1C(=O)c1nc2ccccc2n1C	-18	-0.7	-2.7	1.1	-1.8	-11	-3	-11	9
COCC(C)n1c(C)cc(C(=O)COC(=O)c2n[nH]c3ccccc23)c1C (stereo unspecified)	4	3.1	-2.8	0.2	4.2	-3	18	-25	-6
O=C(CN1C(=O)NC2(CCCc3ccccc32)C1=O)NCC(F)(F)F (stereo unspecified)	-12	0.5	-2.5	-1.6	0.6	-9	-7	-1	-1
CC(C)CC(=O)Nc1nnc(CSCc2ccc(F)cc2)s1	-6	-0.3	6.9	-3.0	-2.2	-5	29	-15	1
O=C(c1cnn2c(C(F)F)cc(-c3ccccc3)nc12)N1CCSCC1	-1	-0.9	-3.2	-0.9	-2.1	-6	0	-5	0
COc1ccc(NC(=O)C2C3C=CC4(O3)C2C(=O)N(CCN2CCCCC2)C4C(=O)NC2CCCC(C)C2C)cc1 (stereo unspecified)	-7	-0.4	-1.0	-1.4	-0.6	-10	8	16	-31
CC(C)(C)[C@H]1C=C(C(=O)N2CCN(Cc3ccc4c(c3)OCO4)CC2)O[C@@H](OCc2ccc(CO)cc2)C1	16	-0.3	0.6	-1.3	-1.4	0	44	-23	-17
Cc1ccccc1Nc1nnc(SCC2CCCCO2)s1 (stereo unspecified)	-5	0.4	-3.1	-1.6	-1.9	-4	3	-25	-4
O=c1ccc(Br)c[nH]1	-4	-0.2	-0.4	-1.2	-0.4	-5	23	4	-3
O=C(NCc1ccco1)c1ccc(CN2CCOCC2)cc1	4	-0.3	-3.3	-3.2	0.8	-4	-8	-3	1
Cc1cc(-c2nnc(CCC(=O)NCc3cc(F)cc(C(F)(F)F)c3)o2)no1	-17	0.3	-3.2	-4.5	0.0	-2	33	-19	10
O=C(Nc1ccc(Nc2ccccc2)cc1)Nc1ccccc1Cl	6	-0.3	-2.2	-2.2	-0.9	-9	27	3	-9
COC(=O)c1ccc(COC(=O)CCS(=O)(=O)c2ccc(C)cc2)cc1	14	0.9	0.5	-0.1	-0.8	-3	15	-24	-6
C=CCc1ccccc1OCC(O)CNC1CCCC1 (stereo unspecified)	-2	3.8	-1.7	-6.8	6.9	-8	12	17	-4
CC(=O)OCC1OC(OC(C)=O)C(NC(=O)Cc2ccccc2)C(OC(C)=O)C1OC(C)=O (stereo unspecified)	-1	0.9	-1.6	-1.5	0.8	-8	1	-2	5
Nc1ccc(SC(F)(F)F)cc1	-5	-0.3	-1.5	-2.1	0.3	-3	11	0	-5
Cc1ccc(C(=O)N/N=C/c2ccc([N+](=O)[O-])s2)cc1	-1	0.5	-4.2	-0.6	-0.7	0	26	4	8

# Fetched by structure from above:
molecule	GPR7 antagonist	V1R ag counter	VIM-2 inhibitor	IMP-1 inh	OXTR ag	GalR3 antag	PHOSPHO1 inh	DNA FID counter	NS3 helicase inh
Cc1ccc(C(=O)N/N=C/c2ccc([N+](=O)[O-])s2)cc1	-1	0.5	-4.2	-0.6	-0.7	0	26	4	8
O=C(Nc1ccc(Nc2ccccc2)cc1)Nc1ccccc1Cl	6	-0.3	-2.2	-2.2	-0.9	-9	27	3	-9

# Later entries:
molecule	GPR7 antagonist	V1R ag counter	VIM-2 inhibitor	IMP-1 inh	OXTR ag	GalR3 antag	PHOSPHO1 inh	DNA FID counter	NS3 helicase inh
O=C(CN1C(=O)C2C3c4ccccc4C(c4ccccc43)C2C1=O)Nc1cccc(C(=O)O)c1 (stereo unspecified)	-10	-0.4	0.0	1.4	-1.1	-3	16	-41	14
c1ccc(CSc2nnc(-c3c[nH]c4ccccc34)o2)cc1	4	0.5	0.0	0.8	-0.2	-2	-29	-10	-16
COc1cc(OC)cc(C(=O)OCC(=O)Nc2sccc2C(N)=O)c1	-2	3.2	-0.9	-2.9	3.0	-6	11	-8	-5
COc1ccccc1OCC(=O)NNc1c2ccccc2nc2ccccc12	-16	0.4	-1.2	-2.1	-2.4	2	8	-17	27
Cc1ccc(-n2c(C)cc(/C=C(\C#N)C(=O)NCC3CCCO3)c2C)cc1 (stereo unspecified)	5	-0.1	-4.8	-1.6	0.2	-7	41	-31	-1
O=C(COc1ccc(Cl)cc1)Nc1nnc(-c2ccco2)o1	-10	-0.8	-7.1	-4.3	-1.3	2	-21	-4	9
COc1cccc(C=Nc2ccccc2C#N)c1O	-7	-0.2	-0.3	-1.9	-0.3	-7	1	-1	-5
CC(=O)Nc1ccc(S(=O)(=O)N2CCN=C2c2ccccc2)cc1	1	1.2	0.9	-1.7	2.2	-2	25	-2	10
Cc1cc(Nc2ccc(Br)cc2)n2nc(C)nc2n1	-7	-1.2	4.7	-2.7	-2.4	2	2	-6	12
O=C(O)COc1ccccc1/C=N/NC(=O)Cc1ccccc1	14	1.6	1.8	0.7	0.2	-3	25	-11	29
Cc1cccnc1NC(=O)C(C)Oc1ccccc1 (stereo unspecified)	-10	0.9	-1.2	-1.6	0.6	0	-7	0	2
CCCNc1cc(=O)n(C)c(=O)n1C	-6	0.2	-4.1	-3.8	0.9	3	3	1	-4
CC1=CC(C)(C)NC(=S)N1c1ccc(C)c(C)c1	-16	-0.3	-0.8	-4.7	-0.6	-5	4	-10	8
COc1ccc(NC(=O)c2ccccc2)cc1NS(=O)(=O)c1ccc(F)cc1	-7	1.0	-0.8	-2.0	-0.4	-4	16	-16	-24
Cc1cc(C)nc(SCc2ccccc2C#N)n1	3	-0.1	-3.8	-3.8	-0.1	-3	-7	1	8
COc1ccc(N2C(=O)C3C(C2=O)C(C(=O)c2ccccc2)N2CCCC32)cc1 (stereo unspecified)	0	1.1	-2.2	-1.4	1.5	-1	30	-17	14

# Reprinted from the part before: 6 entries, then new ones.
molecule	GPR7 antagonist	V1R ag counter	VIM-2 inhibitor	IMP-1 inh	OXTR ag	GalR3 antag	PHOSPHO1 inh	DNA FID counter	NS3 helicase inh
Cc1cccnc1NC(=O)C(C)Oc1ccccc1 (stereo unspecified)	-10	0.9	-1.2	-1.6	0.6	0	-7	0	2
CCCNc1cc(=O)n(C)c(=O)n1C	-6	0.2	-4.1	-3.8	0.9	3	3	1	-4
CC1=CC(C)(C)NC(=S)N1c1ccc(C)c(C)c1	-16	-0.3	-0.8	-4.7	-0.6	-5	4	-10	8
COc1ccc(NC(=O)c2ccccc2)cc1NS(=O)(=O)c1ccc(F)cc1	-7	1.0	-0.8	-2.0	-0.4	-4	16	-16	-24
Cc1cc(C)nc(SCc2ccccc2C#N)n1	3	-0.1	-3.8	-3.8	-0.1	-3	-7	1	8
COc1ccc(N2C(=O)C3C(C2=O)C(C(=O)c2ccccc2)N2CCCC32)cc1 (stereo unspecified)	0	1.1	-2.2	-1.4	1.5	-1	30	-17	14
CCOc1ccc2ccccc2c1C(=O)N[C@@H]1C(=O)N2[C@@H]1SC(C)(C)[C@@H]2C(=O)O	-9	-0.8&-0.4	-1.8	-1.4	-1.3&0.2	-4	36	-38	11
CC(C)c1cc(=O)n2[nH]c(SCc3ccccc3)nc2n1	0	0.1	-2.8	-2.8	-2.2	-9	63*	-8	13
CN(C)S(=O)(=O)c1cccc(NC(=O)Cc2ccc(Cl)cc2)c1	1	6.2	-5.3	-1.8	7.3	-3	27	-7	-7
COc1ccc(C(=O)NC2CCCc3ccccc32)cc1[N+](=O)[O-] (stereo unspecified)	-1	-0.5	-0.4	-2.3	-1.9	-11	39	-8	1
COc1ccc(CNC(=O)CCS(=O)(=O)c2ccc3c(c2)NC(=O)CS3)cc1	-12	-0.6	-0.6	-1.2	-1.1	3	2	-19	-3
CCC(C)NC(=O)c1cnn2c1NC(c1cccs1)CC2C(F)(F)F (stereo unspecified)	0	-1.0	-0.5	2.1	-0.8	-1	8	-13	-8
Clc1cc2nc3ccccn3c2cc1Cl	8	-1.0	0.0	-3.9	-2.0	3	30	-2	7
CC(=O)Oc1cccc(/C=C2\C=C(c3ccc(C)cc3)OC2=O)c1	13	-0.3	-0.2	-0.1	-0.9	4	22	-21	33
Cc1ccc(S(=O)(=O)c2cc3c(=O)n4ccccc4nc3n(C3CCCCC3)c2=N)cc1	-20	1.2	0.0	-1.0	0.5	1	25	-2	-10
CC1(C)CC(=O)c2c(O)cc(OCC(=O)Nc3ccc(S(N)(=O)=O)cc3)cc2O1	-4	0.8	-2.2	-2.3	1.0	-8	29	-25	-6
